High-throughput results from PubChem.
HKDC1 inh = HKDC1 hexokinase inhibitors, primary screen, biochemical, fluorescence, uHTS | Q2TB90 | recombinant HKDC1, G6PDH/diaphorase resazurin coupled fluorescence | inhibition, % at 20 µM | actives 0.16% (n = 340,000);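 active means inhibition above about 35% when tested at 20 µM, limit read from the data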;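 further: plate controls were DMSO wells with enzyme for no effect and DMSO wells lacking enzyme for full effect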
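Test system: recombinant HKDC1 (HK5) hexokinase enzyme, produced in-house; Amount: enzyme 5 µg/mL final; Buffer or medium: Tris pH 8.0 buffer with MgCl2, Tween-20, BSA, BME; Reagent: glucose and ATP substrates; Doses: 20 µM test compound, 1% DMSO; Incubation: 90 min reaction incubation at room temperature, dark; Detection: resorufin fluorescence at 613 nm.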
UBC13 inh = UBC13 polyubiquitin chain formation inhibitors, primary screen, biochemical, TR-FRET, uHTS; inhibition, % at 20 µM; actives 0.47% (n = 330,000); Ubiquitin-conjugating enzyme E2 N (Homo sapiens), P61088; in the data active means inhibition above about 45%, passing the limit was not always enough
Target sequence (P61088 whole entry, looked up): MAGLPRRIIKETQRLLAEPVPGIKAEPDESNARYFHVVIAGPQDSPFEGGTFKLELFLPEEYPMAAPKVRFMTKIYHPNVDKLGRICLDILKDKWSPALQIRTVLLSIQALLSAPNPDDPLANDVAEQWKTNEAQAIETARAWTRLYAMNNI
SENP1 inh = human SENP1 catalytic domain inhibitors, primary screen, biochemical, FRET, uHTS. Sentrin-specific protease 1 (Homo sapiens), Q9P0U3. recombinant SENP1 catalytic domain, CyPet-SUMO1-YPet FRET cleavage. inhibition, % at 10 µM. actives 0.21% (n = 360,000);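 active means inhibition at least 30% at 10 µM, raw YFP signal under a set limit, fluorescence ratio 0.5 to 1.5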;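 further: 0% = enzyme with DMSO and 100% = no enzyme wells; some results filed as inactive read as strong as hits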
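Assay system: hSENP1 catalytic domain, recombinant. Amount: SENP1 enzyme, 20 pM final. Schedule: 50 min reaction, RT, dark. Technique: FRET, CFP and YFP emission. Control set: no-enzyme wells low, DMSO-plus-enzyme wells high control.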
MIN6 prolif = inducers of MIN6 beta-cell proliferation, primary screen, ATP luminescence, uHTS | actives 0.29% (n = 330,000) | MIN6 cells proliferation, ATPlite luminescence, 48 h; cells starved in 0.2% serum; 100% = growth in 10% serum | AID 2380, 2010 | proliferation, % at 10 µM;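 active means compounds whose signal lies at least 3.5 SD above the mean of all wells on their plate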;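 further: 0% = DMSO-treated cells in low-serum medium and 100% = 10% serum control; some compounds called inactive have numbers as strong as hits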
SENP8 block-1 = human SENP8 protease inhibitors, primary screen, biochemical, fluorescence, Nedd8 protein substrate, uHTS. Sentrin-specific protease 8 (Homo sapiens), Q96LD8. recombinant SENP8. inhibition, % at 20 µM. actives 0.64% (n = 360,000). AID 602440, 2012; in the data active means inhibition mostly above about 40%, no sharp cut-off; inactive means mostly below about 27%
Target sequence (Q96LD8 whole entry, looked up): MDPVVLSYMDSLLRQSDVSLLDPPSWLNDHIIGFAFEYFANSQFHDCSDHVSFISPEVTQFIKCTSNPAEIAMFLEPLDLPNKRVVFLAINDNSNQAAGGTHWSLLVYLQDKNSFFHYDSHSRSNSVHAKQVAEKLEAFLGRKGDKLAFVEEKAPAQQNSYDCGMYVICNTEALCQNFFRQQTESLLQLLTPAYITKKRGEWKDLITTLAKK
SENP8 block-2 = SENP8 protease inhibitors, primary screen, biochemical, luminescence; inhibition, % at 10 µM; actives 1.2% (n = 330,000); AID 2540, 2010; purified SENP8, Z-RLRGG-aminoluciferin cleavage; in the data active means inhibition above about 50%
SENP6 inh = SENP6 protease inhibitors, primary screen, biochemical, luminescence, uHTS; Recombinant SENP6 catalytic domain, aminoluciferin luminescence; actives 1.8% (n = 330,000); inhibition, % at 10 µM;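 active means inhibition above about 50% at the single tested dose, limit read from the data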;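 further: plate controls were DMSO wells with enzyme for no effect and DMSO wells lacking enzyme for full effect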
Target sequence (Q9GZR1 628-1112 limits assumed): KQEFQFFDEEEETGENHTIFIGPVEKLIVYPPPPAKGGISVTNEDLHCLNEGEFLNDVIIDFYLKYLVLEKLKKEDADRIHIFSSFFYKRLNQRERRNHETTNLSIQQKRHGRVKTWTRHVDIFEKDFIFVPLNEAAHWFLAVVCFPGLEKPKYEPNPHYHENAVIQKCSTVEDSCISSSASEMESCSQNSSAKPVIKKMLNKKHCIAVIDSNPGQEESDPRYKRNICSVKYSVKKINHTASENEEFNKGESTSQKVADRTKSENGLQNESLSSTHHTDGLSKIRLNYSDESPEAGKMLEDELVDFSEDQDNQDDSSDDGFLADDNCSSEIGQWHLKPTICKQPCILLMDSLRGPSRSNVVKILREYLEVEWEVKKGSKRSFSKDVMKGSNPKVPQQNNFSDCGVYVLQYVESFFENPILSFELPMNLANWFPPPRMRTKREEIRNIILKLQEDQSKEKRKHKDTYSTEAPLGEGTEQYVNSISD
SENP7 block = SENP7 protease inhibitors, primary screen, biochemical, luminescence, uHTS; Sentrin-specific protease 7 (Homo sapiens), Q9BQF6; recombinant SENP7, Z-RLRGG-aminoluciferin luminescence, 40 min; inhibition, % at 5 µM; actives 1.5% (n = 330,000);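 active means inhibition above about 50% at the single test dose, limit read from the data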;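 further: plate controls were DMSO with enzyme for no effect and no enzyme buffer wells for full effect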
PfG6PD inh = PfG6PD enzyme inhibitors, primary screen, biochemical, fluorescence intensity, uHTS; glucose-6-phosphate dehydrogenase-6-phosphogluconolactonase (Plasmodium falciparum 3D7); PfGluPho enzyme, NADPH resazurin-diaphorase fluorescence; inhibition, % at 20 µM; actives 0.78% (n = 350,000);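 active means inhibition reaching at least a set limit at 20 µM in the primary screen, cut at about 59% in these data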;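 further: 0% = DMSO wells with substrate and 100% = DMSO wells lacking glucose-6-phosphate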
* hit, by the source's call; . = not tested or not shown.

#	Structure	HKDC1 inh	UBC13 inh	SENP1 inh	MIN6 prolif	SENP8 block-1	SENP8 block-2	SENP6 inh	SENP7 block	PfG6PD inh
1	COc1ccc(C(CNC(=O)c2cccc(S(=O)(=O)Nc3cccc(C)c3)c2)N2CCOCC2)cc1 (stereo not drawn)	2	-7	1	-5	-2	-3	-20	-16	-16
2	Clc1ccc(-c2nc(/C=N/N3CCOCC3)c3ccccn23)cc1	3	8	5	-3	-118	-3	-10	6	8
3	COc1ccc(C(=O)Nc2cc(C(C)=O)c(C)oc2=O)cc1	3	-3	-4	1	0	-25	17	-7	-20
4	Cc1ccc(/C=N/NC(=O)c2cc3c(ccc4ccccc43)o2)cc1[N+](=O)[O-]	12	-18	7	3	-29	4	-12	-1	-8
5	O=C1CCC(C(=O)O)(c2ccccc2)C1 (stereo not drawn)	.	-6	.	0	.	-8	-7	1	.
6	COc1ccc(C(=O)N2CCC(C(=O)Nc3ccccc3C)CC2)cc1OC	-4	0	-1	-3	4	-5	-23	-9	-13
7	Cc1ccc(/C=C/c2ccc(=O)n(Cc3ccccc3Cl)n2)cc1	3	18	4	-4	-407	2	14	5	27
8	Clc1ccc(Cn2cnc3ccccc32)cc1	-3	1	-1	-4	-3	-9	-14	-7	11

The last two entries of the part above come first, to join the parts:
#	Structure	HKDC1 inh	UBC13 inh	SENP1 inh	MIN6 prolif	SENP8 block-1	SENP8 block-2	SENP6 inh	SENP7 block	PfG6PD inh
7	Cc1ccc(/C=C/c2ccc(=O)n(Cc3ccccc3Cl)n2)cc1	3	18	4	-4	-407	2	14	5	27
8	Clc1ccc(Cn2cnc3ccccc32)cc1	-3	1	-1	-4	-3	-9	-14	-7	11
9	O=c1/c(=C\c2cccnc2)sc2nc3ccccc3n12	1	.	-3	.	-24	.	.	.	-8
10	O=C(Nc1ncc(Cc2ccccc2)s1)C1COc2ccccc2O1 (stereo not drawn)	-1	-1	1	-1	10	-15	-24	-1	-5
11	Cn1c(CNS(=O)(=O)c2ccc(F)cc2)n[nH]c1=S	4	-24	-1	-2	-1	-5	5	-11	7
12	CSc1ccc(C(=O)C2CCCN(C(=O)CN3CCOC3=O)C2)cc1 (stereo not drawn)	-8	-17	1	-4	10	7	0	-6	-4
13	COc1cc(NC(=O)CSc2nncn2C)c(C)cc1[N+](=O)[O-]	-12	3	0	-3	-109	5	14	-5	-6
14	O=C(NNC(=O)c1cccc(-n2cccc2)c1)c1ccccc1	-6	6	3	-2	4	-4	-17	-3	-3
15	CCC(C)(C(=O)NC1CCCCC1)N(C)C(=O)c1ccc2c(c1)OCO2 (stereo not drawn)	-5	6	1	0	4	1	-3	5	6
16	COc1ccccc1NC(=O)C(C)n1cnc2c(oc3nc4c(cc32)CCCC4)c1=O (stereo not drawn)	-3	11	-2	5	-33	-6	-10	5	8
17	Cc1ccc(NC(=O)CN2C(=O)N/C(=C\c3cccn3-c3cccc(C(=O)O)c3)C2=O)cc1	10	-2	-9	1	-86	1	-15	9	-4
18	CC(C)CC(=O)Nc1cccc(C(C)O)c1 (stereo not drawn)	.	0	.	-1	.	-6	-26	-8	.
19	COc1ccc(/C=C2\Sc3ccc(C(=O)N4CCCC4)cc3N(C)C2=O)cc1OC	-1	-9	-1	4	-22	-9	-11	-10	18
20	O=C(/C=C/c1ccc([N+](=O)[O-])cc1)OCC(=O)N1c2ccccc2Sc2ccccc21	-11	1	5	0	19	1	2	5	-7
21	O=C(NC(=S)NCc1cccnc1)c1cc2ccccc2o1	7	22	0	-1	-2	-10	-14	3	-9
22	CC(=O)N1CCN(Cc2nc3cc(NC(=O)c4ccc(F)cc4)ccc3n2C)CC1	-3	8	-5	-1	22	2	18	9	5
23	COc1ccc(OCC(=O)Nc2ccc3c(c2)nc(CN2CCCC2)n3C)cc1	5	5	-13	5	-8	5	13	-6	15
24	O=C(C1CCCN(Cc2cccs2)C1)N1CCCCCC1 (stereo not drawn)	2	-5	-1	-2	14	-7	-9	-4	-21

A few values from the entries so far:
Result for Clc1ccc(Cn2cnc3ccccc32)cc1 under SENP1 inh: -1
Result for Cc1ccc(/C=N/NC(=O)c2cc3c(ccc4ccccc43)o2)cc1[N+](=O)[O-] under SENP1 inh: 7

Next section
#	Structure	HKDC1 inh	UBC13 inh	SENP1 inh	MIN6 prolif	SENP8 block-1	SENP8 block-2	SENP6 inh	SENP7 block	PfG6PD inh
25	O=C1Nc2ccc([N+](=O)[O-])cc2OC1CCN1CCCC1 (stereo not drawn)	-7	-5	-44	0	-7	-3	9	-8	5
26	C[C@]12C=CC(=O)C=C1CC[C@@H]1[C@@H]2C(=O)C[C@@]2(C)[C@H]1CC[C@]2(O)C(=O)COC(=O)CCC(=O)O	-4	1	3	-1	12	2	-1	-2	-4
27	c1ccc(-c2ccc(-c3[nH]ncc3CN3CCC(N4CCSCC4)CC3)cc2)cc1	-10	24	-1	-5	7	-5	-1	5	-3
28	O=C(O)CN(c1ccccc1[N+](=O)[O-])S(=O)(=O)c1ccccc1	8	-4	2	-3	14	1	-16	7	-5
29	C=CCN=C(NC#N)SCCc1ccccc1	-10	13	3	2	32	0	10	2	-2
30	CN1c2ccccc2C2(C)CCCC3=Cc4cccc([N+](=O)[O-])c4OC312 (stereo not drawn)	0	-4	0	-3	22	-2	0	7	-5
31	CSC1=C(C#N)C(c2ccccc2Cl)C2=C(N1)c1ccccc1C2=O (stereo not drawn)	1	-12	-12	-4	-18	-15	-4	-5	3
32	Cc1cn(-c2ccccc2)c(C)c1/C=N\Nc1nc(N2CCOCC2)nc(N2CCOCC2)n1	-8	3	-46	0	-180	6	-20	4	4
33	COC1=CC(=Cc2c(N)n3nc(CC(=O)N4CCCCC4)sc3nc2=O)C=C(OC)C1=O	8	-121	-23	-2	-3	1	2	6	9
34	O=C(NCc1cccnc1)C1c2ccccc2C(=O)N1C1CCCCCC1 (stereo not drawn)	1	5	0	-1	15	7	21	4	-27
35	CC1CCCCC12NC(=O)N(CC(=O)OCC(=O)Nc1ccc(F)cc1[N+](=O)[O-])C2=O (stereo not drawn)	-3	1	1	-1	13	-4	3	5	-3
36	O=S(=O)([O-])CCC[n+]1c(SCCCS(=O)(=O)O)sc2ccc(Cl)cc21	-7	-9	-1	-1	22	-6	-15	-9	13
37	Cc1cc(Br)ccc1SCC(=O)N1CCN(S(=O)(=O)c2ccccc2)CC1	5	-2	-1	-7	-3	9	-2	3	16
38	CCc1ccc(NC(=O)C2CCN(S(=O)(=O)c3ccc4c(c3)NC(=O)CO4)CC2)cc1	0	-6	2	-3	4	1	-2	-1	5
39	Cc1ccc(C(=O)NNC(=O)c2ccc(NS(=O)(=O)c3cccs3)cc2)s1	-3	0	3	2	6	2	2	1	-3
40	O=[N+]([O-])c1ccc(C2CCCC/C2=N/OCc2ccccc2F)c([N+](=O)[O-])c1 (stereo not drawn)	3	6	3	-4	28	-2	1	3	15
41	Cc1nn(Cc2ccccc2)c(=O)c2nn(-c3ccc(Cl)cc3)c(C)c12	-3	-1	1	0	0	1	-16	8	-8
42	N/C(=N\c1nc2ccccc2o1)NC(=O)C(Cc1ccccc1)N1C(=O)c2ccccc2C1=O (stereo not drawn)	-5	-19	0	-4	-10	0	-35	-1	-9
43	COCCCN1C(=O)c2ccc(C(=O)Nc3ccc(OC)cc3OC)cc2C1=O	-4	-2	2	3	18	-6	-15	3	1
44	CC(C)(C)C(=O)CSc1nc(N)cc(=O)[nH]1	-6	9	-1	0	15	-1	-16	-8	-1
45	COc1ccc(N2CCN(C(=O)COC(=O)c3ccc(CSC)o3)CC2)cc1	-4	-6	1	-4	9	-10	-7	-6	15
46	Cc1nc(SCC(=O)Nc2ccccc2C(F)(F)F)c2c(=O)n(C)c(=O)n(C)c2n1	6	-4	2	-5	24	6	14	4	-20
47	CCOc1ccc(CCNC(=O)COC(=O)c2ccc(OC(C)C)cc2)cc1OCC	3	-4	1	1	-1	-3	-10	-12	10
48	COc1ccccc1CC(=O)NCCN1CCCCC1	-7	3	1	0	13	14	-33	0	-5
49	CCC(CC)C(=O)Nc1cc(Cl)ccc1C	.	3	.	0	.	-1	-13	7	.
50	CC(C)(C)OC(=O)N1CCC[C@@H]1CO	-2	2	0	-4	4	1	11	-2	2
51	CC(=O)NC(CC(=O)Nc1ccc(S(=O)(=O)NC2=NCCCCC2)cc1)c1ccccc1 (stereo not drawn)	-6	8	0	5	18	8	3	0	-12
52	CCn1c(CNc2ccccc2Cl)nnc1SCC(=O)OC1CCCCC1	3	1	1	-1	3	-6	-13	-7	-8
53	CCN(C(=O)CSc1n[nH]c(-c2ccc(OC)cc2)n1)c1c(N)n(Cc2ccccc2)c(=O)[nH]c1=O	4	.	4	.	5	.	.	.	-19
54	COC(=O)c1c(NC(=O)C2c3ccccc3Oc3ccccc32)sc(C)c1C	2	-11	0	-4	-30	-10	-4	-8	8
55	Cc1ccccc1NC(=O)CN1C(=O)C2C3CC(C(Br)C3Br)C2C1=O (stereo not drawn)	-6	-6	0	-1	13	-9	-13	-3	55
56	COC(=O)c1ccc(C(=O)OC)c(NC(=O)COC(=O)C2CCC(C(C)(C)C)CC2)c1 (stereo not drawn)	-1	16	-1	-1	-76	-4	0	1	7
57	Cc1cc(C)cc(NCc2ccncc2)c1	-3	0	2	-1	17	-8	-18	4	29
58	O=C(Cn1cnc2c(cnn2-c2ccccc2)c1=O)OCc1ccccc1	0	-2	-2	-2	17	-5	-29	12	-1
59	COc1ccc(NC(=S)Nc2ccc(C)c(Cl)c2)cc1OC	14	-1	-1	-4	5	-9	-1	0	11

Hits appear at their usual frequency, and some 4% of all compounds hit somewhere here.
